Autophagy HCS: autophagy modulators in MEF cells, primary screen, imaging, high-content, MEF GFP-LC3. 190,000 compounds, 0.98% hits. MEF GFP-LC3 puncta imaging; test concentration mostly 10 µM. AID 463193, 2010. calls only at 10 µM (by protocol);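 active means percentage of spot-positive cells more than 3 SD above its plate mean, without a fluorescence outlier flag or 80% toxicity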;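 further: spot-positive cell cutoff set from DMSO-treated cells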
Yfh1-off respiration: enhancers of respiration in Yfh1-depleted yeast, dose response, Friedreich's ataxia, plus single-dose screen (AID 1465). 220,000 compounds, 0.074% hits. fold induction at 50 µM; hits with a dose series show EC50 in µM. S. cerevisiae Yfh1-off respiration, WST-1 reduction, 72 h; higher fold induction means a stronger effect;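 active means fold induction of absorbance versus untreated yeast above a set limit, then at least 30% activation at any dose in follow-up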;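 further: activators that raise dye reduction in frataxin-depleted yeast; strong numbers were not always called active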
HIV fusion peptide: inhibitors of HIV fusion peptide binding, primary screen, biochemical, uHTS, fluorescence dequenching (AID 1986); inhibition, % at 20 µM, or IC50 in µM where a hit was titrated; 290,000 compounds, 0.3% hits; cell-free peptide binding, fluorescence dequenching, 30 min; higher % means a stronger effect; in the data active means inhibition mostly above about 52%, no sharp cut-off; inactive means mostly below about 76%; further: some results filed as inactive read as strong as hits
bCat nuc transl: modulators of beta-catenin nuclear translocation, primary screen, imaging, HeLa cells, immunofluorescence, high-content; nuclear translocation activity, % at 5 µM; 190,000 compounds, 0.3% hits;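 active means nuclear translocation activity above 50% at 5 µM, with a well cell count of 50 or more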;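 further: per-cell ratio of nuclear to cytoplasmic median beta-catenin stain intensity; plate controls were DMSO negative control for no effect and GSK-3 inhibitor IX positive control for full effect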
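Signal – beta-catenin immunofluorescence imaging with DAPI · Test system – human HeLa cell line · Dosing – 5 µM primary single dose, 0.1% DMSO, 0.02–20 µM confirmation series · Measure – % activation, nuclear-to-cytoplasmic median beta-catenin signal ratio per cell · Incubation – 24 h compound exposure at 37°C, 5% CO2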
WT yeast gro inh: growth inhibition of WT strain, primary screen, mitochondrial fusion inhibitor project, WT and mutant strains, chemical genetic; inhibition, % at 10 µM; 190,000 compounds, 2.1% hits; mitochondrial fusion phenotypic screen; in the data active means inhibition above about 58%; tested in S. cerevisiae
AID2073: inhibitors of Mint1-CaV2.2 protein interaction, biochemical, HTRF (AID 2073); inhibition, % at 20 µM; hits with a dose series show IC50 in µM; 290,000 compounds, 0.19% hits; Voltage-dependent N-type calcium channel subunit alpha-1B (Homo sapiens); HTRF protein-protein interaction, Mint1-CaV2.2; higher % means a stronger effect; in the data active means inhibition mostly above about 51%, no sharp cut-off; further: some results filed as inactive read as strong as hits
Dynein cargo inh: inhibitors of GR-EGFP nuclear translocation, primary screen, dynein cargo transport inhibitor project, imaging, high-content, 3617.4 mouse cells; AID 1381, 2008; z-score, hits read low; test concentration mostly 20 µM; stimulated with dexamethasone, 1 µM; hits give low values; 220,000 compounds, 0.47% hits;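 active means plate z-score of nuclear minus cytoplasmic receptor signal below a set negative limit, without overly bright fluorescence or cell loss, cut at about -3.5 in these data, passing the limit was not always enough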;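 further: z-score of nuclear minus cytoplasmic ring GR-EGFP intensity difference per well; some compounds called inactive have numbers as strong as hits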
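Buffer or medium: tet-free medium with charcoal-stripped serum / Also added: dexamethasone agonist, 1.0 µM final, for 30 min / Timing: induction 48 h, compound 1 h, agonist 30 min / Measured by: high-content fluorescence imaging after fixation / Read-out: nuclear-to-cytoplasmic GR-EGFP distribution per well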
MT stabilizer: microtubule stabilizers in HeLa cells, primary screen, imaging, high-content imaging. HeLa tubulin immunostaining HCS, 24 h; share of cells brighter than vehicle mean+2SD. AID 2205, 2009. 200,000 compounds, 0.83% hits. % tubulin-high responders, % at 10 µM;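 active means plate Z-score above 3 for both tubulin-high and condensed-nucleus cell shares, with cell loss under 80%, at 10 µM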;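 further: anti alpha tubulin signal scored within the nucleus-defined area of each cell; some results filed as inactive read as strong as hits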
Insulin prom up: insulin promoter activators in MIN6 cells, imaging, high-content screening, mouse beta cells; MIN6 insulin promoter-GFP reporter; hits give high values; z-score at 5 µM; 190,000 compounds, 0.3% hits; AID 1625, 2009;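 active means z-score above 3 at 5 µM with at least 500 cells counted in the well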
WT yeast gro inh mutant strain: further read-out of WT yeast gro inh, marked with its call; inhibition, %; mitochondrial fusion phenotypic screen, mutant strain inhibition
Dynein cargo inh cytoplasmic EGFP: further read-out of Dynein cargo inh, marked with its call; z-score; measured here: cytoplasmic GR-EGFP intensity; hits give high values
Dynein cargo inh nuclear GR-EGFP: recorded beside Dynein cargo inh, whose call it bears; z-score; measured here: nuclear GR-EGFP intensity;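 lower value marks the stronger effect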
Dynein cargo inh cell count: second read-out of Dynein cargo inh, no call of its own (marks repeat the call); z-score; measured here: cell count per field
Insulin prom up cell count: recorded beside Insulin prom up, whose call it bears; cell count; measured here: cytotoxicity, nuclei count;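 total cells summed across four imaged fields per well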
bCat nuc transl cell count 5 µM: also measured in bCat nuc transl; calls as there; cell count; measured here: cell count, cytotoxicity flag
MT stabilizer Hoechst-high %: second read-out of MT stabilizer, no call of its own (marks repeat the call); % Hoechst-high responders; measured here: nuclear condensation Hoechst responders;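 share of cells brighter than vehicle mean plus two SD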
MT stabilizer cytotoxicity %: recorded beside MT stabilizer, whose call it bears; toxicity, %; measured here: cytotoxicity by cell density;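 0% = mean cell density of plate MIN control wells and 100% = no cells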
Autophagy HCS cell loss 18 h: also measured in Autophagy HCS; calls as there; toxicity, %; measured here: cell loss, nuclei count;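 cell loss after 18 h compound exposure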
The depositor's hits bear a star; i = inactive; / = not tested or not shown; & = joins results of further samples.

No.	Molecule	Autophagy HCS	Autophagy HCS cell loss 18 h	Yfh1-off respiration	HIV fusion peptide	bCat nuc transl	bCat nuc transl cell count 5 µM	WT yeast gro inh	WT yeast gro inh mutant strain	AID2073
1	Cc1cc(C(=O)N(CCC#N)Cc2cccs2)no1	/	/	i	1.1%	2.0	1284	/	/	7%
2	COc1ccc(-n2nc(C(=O)NCC(=O)N3CCN(c4ccccn4)CC3)c3ccccc3c2=O)cc1	i	-57	i	25%	-1.0	1494	6	-11	8%
3	CN(C)C(=N)c1n[nH]nc1SCc1ccccc1	i	9	i	0.9%	0.1	1461	0	-13	16%
4	O=S(=O)(Nc1ccc(N2CCCCC2)cc1)c1ccc(F)c(F)c1	i	-5	i	0.9%	/	/	-8	-4	-25%
5	COCCOC(=O)C1=C(C)NC(=O)N(C(C)=O)C1c1ccc(Cl)cc1 (stereo not drawn)	i	6	i	1.1%	0.2	1366	-11	-14	0%
6	CCn1nc(C)c(NC(=O)c2cnn3c(C(F)F)cc(-c4ccccc4)nc23)c1C	i	-2	i	-0.3%	1.4	876	-9	18	9%
7	CC(C)c1ccc(C2CC(=O)N3CN(Cc4ccco4)CSC3=C2C#N)cc1 (stereo not drawn)	i	12	i	1.7%	-1.0	1144	48	12	91%
8	CCOC(=O)C1CCN(c2ncnc3c(C)csc23)CC1	/	/	i	-0.7%	2.5	1274	/	/	4%
9	COc1ccc(N(C(=O)COc2ccc(F)cc2)S(=O)(=O)c2ccc(C)cc2)cc1	i	5	i	2.6%	-1.6	1117	21	-2	-2%
10	Cc1cc(Cl)ccc1OC(C)C(=O)Nc1ccc([N+](=O)[O-])cn1 (stereo not drawn)	i	9	i	-0.9%	-0.9	986	45	40	1%
11	CC(C)Cn1c(CN2CCN(C(=O)c3ccco3)CC2)nc2c1c(=O)n(C)c(=O)n2C	i	19	i	0.4%	-4.8	1091	-2	-35	0%
12	CN(C(=O)c1ccc(OC2CCN(CCc3ccccc3)CC2)cc1)C1CCOCC1	i	13	i	1.1%	-0.2	1162	-4	-7	8%
13	COc1cccc(OC)c1C(=O)OCC(=O)Nc1cccnc1Cl	i	2	i	-0.4%	-0.5	1074	-34	9	5%
14	CCc1ccc(NC(=O)CSc2nc3cc(C(=O)OC)ccc3c(=O)n2CC2CCCO2)cc1 (stereo not drawn)	i	0	i	1.2%	1.0	733	13	2	16%
15	O=C(N[C@@H](Cc1c[nH]c2ccccc12)C(=O)O)c1ccccc1Cl	i	-9	i	8.6%	-0.9	1156	-5	-7	3%

No.	Dynein cargo inh	Dynein cargo inh cytoplasmic EGFP	Dynein cargo inh nuclear GR-EGFP	Dynein cargo inh cell count	MT stabilizer	MT stabilizer Hoechst-high %	MT stabilizer cytotoxicity %	Insulin prom up	Insulin prom up cell count
1	-1	-0.27	-0.7	1.7	/	/	/	-0.53	1439
2	1.6	-0.38	0.91	-0.34	4.3	2.7	13	-0.69	983
3	0.79	-0.37	1.1	-0.049	7.0	2.0	5.8	1.1	1442
4	-1.4	-0.27	-0.94	0.97	1.2	3.9	7.0	-0.02	1285
5	1.3	0.036	1.6	-2.4	3.2	2.5	2.3	-0.57	1515
6	0.56	-0.36	0.17	0.62	2.8	2.1	11	-1.6	1581
7	0.25	-0.23	0.39	-0.2	5.4	3.8	5.9	/	/
8	0.063	-0.26	0.54	0.03	/	/	/	/	/
9	1.2	-0.19	0.66	-0.92	2.4	2.4	8.0	-0.28	1411
10	-0.15	-0.23	0.068	0.35	1.9	1.7	0.4	-0.39	1422
11	-0.49	-0.2	-0.28	1.3	3.8	2.0	7.5	-0.67	1286
12	1	-0.13	0.43	-0.44	2.9	1.0	2.9	1.1	1355
13	-0.42	-0.34	0.0078	0.98	4.4	2.8	9.1	-0.13	1391
14	0.92	-0.14	0.6	-0.66	2.8	1.6	4.7	-1.3	914
15	1	-0.29	0.46	-0.59	5.4	1.9	2.9	0.29	1107

The list goes on.
No.	Molecule	Autophagy HCS	Autophagy HCS cell loss 18 h	Yfh1-off respiration	HIV fusion peptide	bCat nuc transl	bCat nuc transl cell count 5 µM	WT yeast gro inh	WT yeast gro inh mutant strain	AID2073
16	CCN(Cc1ccccc1)S(=O)(=O)c1ccc(OC)c2ncccc12	/	/	i	0.0%	0.0	1359	/	/	12%
17	O=C(O)Cc1csc(-c2cccc(Oc3ccccc3)c2)n1	/	/	i	2.1%	-3.7	1130	/	/	-11%
18	CC(C)c1[nH]nc2c1C(c1cccc(OC(=O)N3CCOCC3)c1)C(C#N)=C(N)O2 (stereo not drawn)	i	-2	i	-0.1%	/	/	13	19	-3%
19	COc1ccc(-n2cnnc2SC(C)C(=O)Nc2cccc([N+](=O)[O-])c2)cc1 (stereo not drawn)	i	4	i	1.5%	-2.5	1152	7	4	0%
20	CCOC(=O)CCCCNC(=O)Nc1ccccc1	i	-3	i	0.0%	-0.1	1091	-14	10	-5%
21	Fc1ccc(C2c3[nH]c4ccccc4c3CCN2Cc2ccoc2)cc1 (stereo not drawn)	i	21	i	2.8%	-3.2	995	18	-4	-7%
22	O=C(NNC(=S)NC(=O)c1ccco1)c1ccc(NC(=O)c2ccccc2)cc1	i	4	i	17%	0.4	1051	-27	-14	10%
23	CCOP(=O)(OCC)c1nc(Cc2ccccc2)oc1NCc1ccccc1	/	/	i	-1.2%	1.1	1215	/	/	3%
24	CN(C)S(=O)(=O)N1CCN(C(=O)N2CCOCC2)CC1	i	-5	i	-0.9%	-4.0	1138	2	16	1%
25	Cc1ccc(OCC(=O)NCCc2c[nH]c3ccccc23)cc1	i	9	i	-0.1%	0.4	961	1	-6	2%
26	CCc1nnc(NC(=O)CSc2ncnc3c2oc2ccccc23)s1	i	-1	i	3.6%	/	/	7	7	42%
27	CC(=O)OCCNc1cc(SCc2ccco2)c2nonc2c1[N+](=O)[O-]	i	12	i	42%	-1.2	1135	7	0	47%
28	COc1cc(OC)cc(-c2cc3nc(C)c(CCC(=O)O)c(=O)n3[nH]2)c1	i	12	/	-1.6%	-6.5	1191	20	10	6%
29	COc1cc(C)c(NC(=S)NCCCN2CCOCC2)cc1OC	i	-8	i	-0.4%	-1.3	1071	-4	15	-22%
30	CCOC(=O)c1c(NCc2ccc3c(c2)OCO3)c2ccccc2[nH]c1=O	i	1	i	1.8%	-0.9	1100	-4	5	0%

No.	Dynein cargo inh	Dynein cargo inh cytoplasmic EGFP	Dynein cargo inh nuclear GR-EGFP	Dynein cargo inh cell count	MT stabilizer	MT stabilizer Hoechst-high %	MT stabilizer cytotoxicity %	Insulin prom up	Insulin prom up cell count
16	0.76	-0.22	0.62	-0.024	/	/	/	0.8	1126
17	-1&0.15	0.24&-0.3	-0.45&0.098	0.7&1.3	/	/	/	0.21	1396
18	1.6	0.078	2	-2.9	4.0	1.7	9.1	-0.12	1280
19	0.19	-0.17	0.25	-0.7	5.0	1.8	9.2	-0.16	1542
20	-0.14	-0.21	0.21	-0.43	4.1	2.7	11	-0.41	989
21	-0.9	-0.3	-0.56	0.35	3.5	2.3	3.6	-0.48	1493
22	0.51	-0.36	-0.17	-0.65	5.8	3.7	5.8	0.17	1157
23	0.08	-0.24	-0.22	-0.0057	/	/	/	-0.51	1418
24	-0.021	-0.19	-0.1	-0.016	2.5	1.3	8.9	-0.64	993
25	-0.48	-0.34	-0.26	1.2	3.1	1.1	5.1	-0.21	1579
26	0.24	-0.22	0.14	0.13	8.3	2.5	4.2	-0.7	754
27	-5.8*	0.93*	-2.8*	0.31*	4.9	2.1	3.1	0.17	1407
28	-1.1	-0.21	-0.36	0.24	3.4	4.2	14	0.69	941
29	0.57	-0.29	0.7	-0.14	3.2	3.5	3.4	-0.56	1312
30	-0.42	-0.27	0.43	0.32	2.1	2.1	14	-0.1	1878

Ordered by formula weight (low to high): 3 of the compounds above
No.	Molecule	Autophagy HCS	Autophagy HCS cell loss 18 h	Yfh1-off respiration	HIV fusion peptide	bCat nuc transl	bCat nuc transl cell count 5 µM	WT yeast gro inh	WT yeast gro inh mutant strain	AID2073
28	COc1cc(OC)cc(-c2cc3nc(C)c(CCC(=O)O)c(=O)n3[nH]2)c1	i	12	/	-1.6%	-6.5	1191	20	10	6%
26	CCc1nnc(NC(=O)CSc2ncnc3c2oc2ccccc23)s1	i	-1	i	3.6%	/	/	7	7	42%
18	CC(C)c1[nH]nc2c1C(c1cccc(OC(=O)N3CCOCC3)c1)C(C#N)=C(N)O2 (stereo not drawn)	i	-2	i	-0.1%	/	/	13	19	-3%

No.	Dynein cargo inh	Dynein cargo inh cytoplasmic EGFP	Dynein cargo inh nuclear GR-EGFP	Dynein cargo inh cell count	MT stabilizer	MT stabilizer Hoechst-high %	MT stabilizer cytotoxicity %	Insulin prom up	Insulin prom up cell count
28	-1.1	-0.21	-0.36	0.24	3.4	4.2	14	0.69	941
26	0.24	-0.22	0.14	0.13	8.3	2.5	4.2	-0.7	754
18	1.6	0.078	2	-2.9	4.0	1.7	9.1	-0.12	1280

High-throughput results (PubChem)
